AmpC inh no detg: inhibitors of E. coli AmpC beta-lactamase without detergent. AmpC nitrocefin hydrolysis, absorbance 480 nm, 0.0001% Triton. Potency, µM (doses to about 57.1 µM), inactives show at the highest dose activity change, negative = inhibition, hits mostly inhibitors. 330,000 compounds, 0.52% hits;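 also: potency is read from the fitted curve at half-maximal effect; plate controls were no compound for no effect and no enzyme for full effect; nearly all actives have a fitted effect of over 20% in size; some results filed as inactive show a strong effect at the top dose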
Target sequence (P00811 whole entry, looked up): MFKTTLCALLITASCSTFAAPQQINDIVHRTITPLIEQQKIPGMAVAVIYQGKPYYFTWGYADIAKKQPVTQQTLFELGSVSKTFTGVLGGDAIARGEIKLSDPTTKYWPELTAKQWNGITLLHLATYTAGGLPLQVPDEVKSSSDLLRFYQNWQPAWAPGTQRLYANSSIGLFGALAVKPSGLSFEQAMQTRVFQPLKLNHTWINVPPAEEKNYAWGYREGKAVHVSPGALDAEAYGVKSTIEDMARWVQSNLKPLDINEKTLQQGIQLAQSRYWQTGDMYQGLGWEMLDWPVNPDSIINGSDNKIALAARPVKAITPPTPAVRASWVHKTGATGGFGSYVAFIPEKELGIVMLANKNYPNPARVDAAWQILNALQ
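20 mM phosphate pH 7.0 + 0.01% (detergent screen) or 0.0001% Triton X-100; 5.3 nM AmpC reagent; cpd preinc 15 min RT; nitrocefin (800 uM stock) to start; A480 q20 s × 4 min; Activity was normalised to no-enzyme and no-compound control wells.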
HCMV inh: human cytomegalovirus inhibition | HFF cells, HCMV-luciferase reporter, 72 h; active compounds read low | activity change, negative = inhibition, % at 57.5 µM | 410,000 compounds, 4.5% hits | AID 1259415; in the data active = activity change below about -60%; inconclusive = no clear call, values can overlap the other calls; inactive = above about -39%
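Luciferase read-out from HCMV-luciferase-infected HFFs (MOI 1 PFU/cell) 72 h post infection at 37C; compounds added after 16 h cell attachment; activity normalized between buffer-only basal and Salinomycin (10uM) inhibitor controls.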
AmpC inh detg: blocks E. coli AmpC beta-lactamase in detergent assay; 370,000 compounds, 0.041% hits; Potency, µM (top dose mostly 114 µM), for inactives: at the highest dose activity change, negative = inhibition, most hits filed as inhibitors; AmpC hydrolysis of nitrocefin, absorbance 480 nm, 0.01% Triton; P00811;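 also: potency is read from the fitted curve at half-maximal effect; 0% = no-compound wells and -100% = no-enzyme wells; nearly all actives have a fitted effect of over 25% in size; some results filed as inactive show a strong effect at the top dose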
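AmpC (5.3 nM in the dispensed reagent) in 20 mM phosphate pH 7.0 with 0.01% (detergent screen) or 0.0001% Triton X-100 was preincubated with compounds for 15 min at room temperature. Nitrocefin was then added from an 800 uM solution, and hydrolysis was followed at 480 nm.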
Sm TGR block: S. mansoni TGR enzyme inhibition. Potency, µM (series often up to 114 µM), inactives show at the highest dose activity change, negative = inhibition, actives largely listed as inhibitors. AID 485364. purified TGR, DTNB reduction, TNB absorbance 405 nm. 360,000 compounds, 3% hits; also: potency is read from the fitted curve at half-maximal effect; nearly all actives have a fitted effect of over 60% in size
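First, TGR (20 nM dispensed) and NADPH were mixed with compound. Second, a 15 min room-temperature incubation followed. Third, further NADPH and then DTNB were added to start the reaction. Finally, TNB absorbance was monitored kinetically.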
FBPA Giardia inh: blocks Giardia fructose-bisphosphate aldolase activity | A8B2U2 | purified Giardia FBPA | AID 2451 | Potency, µM (top dose mostly 59.6 µM), for the others: at the top dose activity, negative = inhibition, usual class: inhibitors | 290,000 compounds, 0.71% hits; also: potency is read from the fitted curve at half-maximal effect; nearly all actives have a fitted effect of over 55% in size
Target sequence (A8B2U2 whole entry, looked up): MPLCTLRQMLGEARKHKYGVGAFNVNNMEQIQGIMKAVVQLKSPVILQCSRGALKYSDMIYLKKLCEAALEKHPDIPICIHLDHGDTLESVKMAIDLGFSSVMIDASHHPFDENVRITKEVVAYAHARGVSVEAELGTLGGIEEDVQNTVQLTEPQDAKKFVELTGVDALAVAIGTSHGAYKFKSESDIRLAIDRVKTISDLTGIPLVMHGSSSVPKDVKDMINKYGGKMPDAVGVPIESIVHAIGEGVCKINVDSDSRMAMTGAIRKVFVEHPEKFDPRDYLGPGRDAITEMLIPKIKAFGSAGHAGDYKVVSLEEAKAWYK
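Giardia FBPA (40 nM reagent) was preincubated 10 min at RT with compound (up to 57.5 uM final), then substrate plus GAPDH/TPI/NAD/arsenate coupling system with diaphorase/resazurin was added; resorufin fluorescence (525/598 nm) was read after 20 min.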
AMA1 RON2 block: disrupts binding of P. falciparum AMA1 to RON2; Potency, µM (series often up to 58.2 µM), without a hit: top-dose activity change, negative = inhibition, actives largely listed as inhibitors; AID 720542; AlphaScreen AMA1-biotinylated RON2 peptide binding; 360,000 compounds, 0.2% hits;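 also: potency is read from the fitted curve at half-maximal effect; 0% = vehicle wells and -100% = peptide control; nearly all actives have a fitted effect of over 45% in size; some results filed as inactive show a strong effect at the top dose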
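AMA1 (3D7) with his tag at 25 nM final met compounds first, then biotinylated RON2 peptide at 25 nM; detection used donor plus acceptor beads, 10 µg/mL apiece, read by AlphaScreen after 30 min at room temperature.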
An asterisk follows results filed as active; u = inconclusive; x = no result given; & = joins results of further samples; [ ] = remark or other dose. Unless noted, calls follow the shape of the dose curve; as a rule, active = well fitted curve in the direction sought with a large enough effect; inconclusive = small, poorly fitted or top-dose-only effect, or another doubt; inactive = no such curve, though single readings can be large; an effect the other way counts as inactive or inconclusive. Unless noted, % is scaled to controls: 0 for no effect and ±100 for the full control effect.

Value order – AmpC inh no detg | HCMV inh | AmpC inh detg | Sm TGR block | FBPA Giardia inh | AMA1 RON2 block
CN(C(=O)COC(=O)c1cnc(Cl)c(Cl)c1)C1CCS(=O)(=O)C1 (stereo not drawn)
  -9% | 20 | -5% | 60%[activator] | -1% | -11%
Cc1ccc(NC(=O)CS(=O)CC(=O)Nc2cnc3ccccc3c2)cc1Cl (stereo not drawn)
  -8% | -14 | -11% | -9% | 9% | 10%
CC(C)N(C(=O)CSc1nnc(Cc2ccc3c(c2)OCO3)n1C)C(C)C
  19% | -39 | -8% | -7% | 4% | -7%
COc1ccc(NC(=O)CSc2nc3ccccc3n2-c2ccccc2)c([N+](=O)[O-])c1
  -17% | -3 | u | -4% | -3% | -29%
CC(C)Cn1c(N)c(C(=O)CSc2nncs2)c(=O)n(C)c1=O
  -19% | u | -1% | -25% | x | -8%
Cc1cc(C)c(OCCCCN(C)Cc2ccccc2)c(C)c1
  30% | -61* | -16% | -12% | u | u
COc1ccc(OC)c(CCNC(=O)c2ccc(CS(=O)Cc3cccc(Cl)c3)o2)c1 (stereo not drawn)
  78%[activator] | -38&-9 | 2%&21% | -12%&-17% | -5% | -1%
O=S(=O)(Cc1cc(Oc2ccccc2)nc(-c2ccccc2)n1)c1ccccc1
  -1% | -24 | -3% | 37%[activator] | 13% | -2%
COc1ccc(-c2ccc(C#N)c(SCC(=O)NC3CC3)n2)cc1OC
  -27% | 57 | -7% | 8% | 1% | 2%
CCc1c(C)[nH]c(C(=O)OCc2ccccc2)c1C
  -17% | -3 | 4% | -3% | -7% | 9%
COc1ccc(C(=O)Nc2ccc3oc(-c4ccc5ccccc5c4)nc3c2)cc1Br
  x | u | 6% | -2% | x | x
COc1ccc(CCC(C)NCC2CCCCC2)cc1 (stereo not drawn)
  -15% | -11 | -16% | -7% | -2% | 15%[11.6 µM]
O=S(=O)(c1ccc(Cl)cc1)c1nnn2c1nc(NCc1cccs1)c1sccc12
  x | 20 | 6% | 2% | x | x
CCOC(=O)c1cc(NC(=O)c2cc(C)on2)cc(C(=O)OCC)c1
  -32% | 5 | -5% | 3% | 1% | -5%
Cc1ccc2c(c1)c1c3n2CCN(CC(O)CNC(C)C)C3CCC1 (stereo not drawn)
  -4% | 26 | u | 42%[activator] | -24% | -12%

Some of the entries so far, with each value named:
structure: CC(C)N(C(=O)CSc1nnc(Cc2ccc3c(c2)OCO3)n1C)C(C)C
  AmpC inh no detg: 19% | HCMV inh: -39 | AmpC inh detg: -8% | Sm TGR block: -7% | FBPA Giardia inh: 4% | AMA1 RON2 block: -7%
structure: COc1ccc(NC(=O)CSc2nc3ccccc3n2-c2ccccc2)c([N+](=O)[O-])c1
  AmpC inh no detg: -17% | HCMV inh: -3 | AmpC inh detg: u | Sm TGR block: -4% | FBPA Giardia inh: -3% | AMA1 RON2 block: -29%

Next structures follow:
Value order – AmpC inh no detg | HCMV inh | AmpC inh detg | Sm TGR block | FBPA Giardia inh | AMA1 RON2 block
CCCCCCC(=O)N1C/C=C\C(c2ccc(OC)cc2)N(Cc2ccc(F)cc2)C(=O)C1 (stereo not drawn)
  94%[activator] | 4 | -3% | 17% | 4%&0% | -11%
C=C(C)CCC(C)N1CCC(n2nccc2NC(=O)CCCc2ccccc2)CC1 (stereo not drawn)
  83%[activator] | -4 | 2% | -3% | x | -11%
Cn1cc(/C=C2/SC(=O)N(c3ccccc3)C2=O)c2ccccc21
  -12% | 62 | 2% | 0% | 2% | -6%
Cn1c(N)c(C(=O)COC(=O)c2cc(-c3ccco3)nc3ccccc23)c(=O)n(Cc2ccccc2)c1=O
  u | x | -9% | 8.9µM* | -8%&-6% | x
CCOC(=O)CSc1nnc(-c2cc(OC)c(OC)c(OC)c2)o1
  1% | 22 | -7% | -11% | 3% | 0%
CCOC(=O)Cc1cc(C)[nH]c1C(=O)OCC
  1% | 10 | -1% | 1% | 2% | 6%
COc1ccc(C)cc1NC(=O)Cn1c(=O)n(Cc2nc(C)no2)c(=O)c2ccccc21
  x | -9 | 16% | 6% | x | x
CSc1ccc(NC(=O)NCCCN2CCC(Cc3ccccc3)CC2)cc1
  77%[activator] | -63* | 1% | -4% | 2% | -15%
COc1ccc(-n2c(SCC(=O)C(C)(C)C)nc3c(sc(=S)n3-c3ccccc3)c2=O)c(OC)c1
  52% | u | -1% | -11% | 2% | 3%
COc1ccc(C(=O)OCC(=O)NCc2ccccc2)c(OC)c1OC
  -15% | -10 | 4% | 0% | 1% | -6%
CCCCNC(=S)NCc1ccc2c(c1)cc(C)n2C
  -37% | -40 | -2% | -2% | 0% | -14%
COc1ccc(N2CCN(C(=O)c3ccc(CS(=O)Cc4ccc(C)cc4)o3)CC2)cc1 (stereo not drawn)
  103%[activator] | u | -2% | -13% | 1% | -4%
COC(=O)c1[nH]c2ccc(C)cc2c1NS(=O)(=O)c1ccc(F)cc1
  7% | 6 | -8% | -10% | 2% | 6%
Cc1ccc(S(=O)(=O)N2CCOCC2)cc1NC(=O)c1cc([N+](=O)[O-])ccc1N1CCOCC1
  -22% | -31 | u | -2% | x | 1%
Cc1ccccc1C1N(c2nccs2)C(=O)C2CCCN21 (stereo not drawn)
  -15% | -25 | -6% | -2% | -25% | 15%
CCN1C(=O)[C@H]2[C@H]3CN=C(SCc4ccc(OC)cc4)N3[C@@](CC)(C(=O)OC)[C@H]2C1=O
  -14% | -4 | x | x | x | -5%
Cc1nc2ccc(NC(=O)c3ccc(C)c(S(=O)(=O)N4CCOCC4)c3)cc2s1
  16% | -72* | -12% | -10% | x | 11%
CCOC(=O)CNC(=O)c1nn(-c2cccc(OC)c2)c(=O)c2ccccc12
  -8% | -14 | 2% | 5% | 4% | 8%
O=C(c1ccccc1)C1CCN(C(=O)c2c(F)cccc2F)CC1
  0% | x | -2% | 15% | 2% | -4%
COC(=O)c1ccc(CN(C(=O)N2CCN(C)CC2)S(=O)(=O)c2ccc(C)cc2)cc1
  -1% | -1 | -13% | -9% | x | -12%
CCOc1cc(C(c2c(C)[nH][nH]c2=O)c2c(C)[nH][nH]c2=O)cc(Br)c1OC
  -29% | u | -1% | -11% | 1% | -2%
COc1ccc2[nH]c(C)c(CCN(Cc3cccs3)C(=S)Nc3ccc(F)cc3)c2c1
  -40% | x | u | -7% | u | -9%
CCOc1ccccc1NC(=O)C1CCCN(S(=O)(=O)c2cccc3nsnc23)C1 (stereo not drawn)
  13% | 11 | u | -23% | -1% | 8%
COc1ccc(N(CC(=O)NCCSc2ccccn2)S(C)(=O)=O)cc1Cl
  1% | 4 | u | -3% | 0% | 19%
O=C1NCN(c2ccccc2)C12CCNCC2
  42% | 21 | -10% | -33% | 0% | -9%
Cc1ccc(OC(=O)C(F)(F)F)c2c1NCCC2
  -6% | -23 | u | 32µM* | -26% | 1%
CCn1c(/C=C/c2ccc(O)c(O)c2)nc2ccccc2c1=O
  -50% | -16 | -1% | -36% | -23% | -5%
O=C(Cc1ccc(F)cc1)Nc1cccc(-c2cn3c(n2)SCC3)c1
  1% | -17 | 0% | 1% | 0% | 4%
CCN(CC)c1ccc(NC(=O)COc2ccc(C#N)cc2)cc1S(=O)(=O)Nc1ccc(OC)cc1
  5µM* | 40 | -1% | -6% | -1% | 15%
Cc1cccc(C(=O)NC(=S)NNC(=O)c2ccc(Cl)cc2)c1
  -40% | -84* | u | 3% | u | 85%[activator]
O=C(NC1CCCC1)C1CCCN(S(=O)(=O)c2cnc[nH]2)C1 (stereo not drawn)
  -6% | 6 | u | 0% | 0% | -9%
CC1(C)CC(=O)C2=C(C1)OC(N)=C(C#N)C2c1ccccc1 (stereo not drawn)
  -10% | 19 | u | 0% | 2% | -4%
CC(=O)N1CCN(C(=O)CCc2nc3sc4c(c3c(=O)[nH]2)CCCC4)CC1
  23% | 27 | u | -25% | -11% | 4%
Nc1ccc(S(=O)(=O)NCC(=O)OC2CCOC2=O)cc1[N+](=O)[O-] (stereo not drawn)
  -8% | 3 | -8% | -15% | x | -15%
CCOC(=O)c1ccc(NC(=O)c2c(NCc3sccc3C)sc3c2CCCCC3)cc1
  x | -11 | 3% | 50µM* | x | x
COc1ccc(Cn2c(SCc3ccc(C(=O)NC4CCCCC4)cc3)nc3cccnc32)cc1
  x | 2 | 20% | 0% | x | x
CCCN(C(=O)CSc1cc(-c2ccccc2)c2ccc(OC)cc2n1)C1CCS(=O)(=O)C1 (stereo not drawn)
  164%[activator] | 20 | -5% | 3% | -6% | -5%
Cc1ccc(S(=O)(=O)NCCNc2ccccc2[N+](=O)[O-])cc1
  -33% | -32 | -3% | -6% | 12% | -14%
COCCN(Cc1ccco1)C(=O)Cn1ncc2c([nH]c3ccccc32)c1=O
  x | 1 | 7% | -25% | x | x
CC(C)Oc1ccc(CNC(=O)C2CCN(c3nc4ccccc4nc3C(F)(F)F)CC2)cc1
  x | 23 | 0% | 3% | x | x
COc1ccc(-c2c(C(C)=O)c(C)nc3sc4c(c23)NC(c2ccccc2)NC4=O)cc1 (stereo not drawn)
  -17% | -29 | 1% | 9% | x | 24%
CNC(=O)C1(C(F)(F)F)C/C(=C\CCO)CCCO1 (stereo not drawn)
  -11% | -31 | -15% | -3% | 6%&4% | -7%
Cc1ccc(NC2(c3ccccc3)C(=O)c3ccccc3C2=O)cc1F
  x | 17 | 7% | 6% | x | x
CCOc1ccc2c(C)c(Cl)c(=O)oc2c1
  -19% | 6 | -9% | -22% | -4% | 14%
CN(C)C(CNC(=O)CCNC(=O)c1ccccc1Cl)c1ccco1 (stereo not drawn)
  -14% | -6 | u | -5% | x | 1%
CCOC(=O)C(=O)N=Nc1c(O)n(C)c2ccccc12
  -7% | -10 | -3% | 0% | -2% | 112%[activator]
CC(C)n1ncc2c(C(=O)NCCOc3ccccc3F)cc(C3CC3)nc21
  29% | u | x | x | x | 2%
CCc1ccc(NC(=O)CNC(=O)[C@@H]2Cc3ccccc3CN2C(=O)OC(C)(C)C)cc1
  85%[activator] | 0 | -2% | -9% | x | 1%
Cc1ccc(S(=O)(=O)C(C#N)=C2N(C)c3ccccc3N2C)cc1
  -12% | -10 | 1% | -1% | -13% | -3%
COc1ccc(CNC(=O)c2ccc3ccccc3n2)cc1OC
  39% | u | -13% | -1% | 19% | -1%
CCN(c1ccccc1)c1nnc(NC(=O)Nc2ccc(C)cc2)s1
  x | -7 | 22% | -2% | x | x
CCCCC(=O)Nc1cc([N+](=O)[O-])ccc1F
  -12% | -23 | 6% | 8% | 2% | -2%
CC1CCCCC12NC(=O)N(CC(=O)NNC(=O)c1ccc(Br)cc1)C2=O (stereo not drawn)
  -22% | 18 | x | x | x | 51%[activator]
O=C(CC1C(=O)NCCN1CC(c1ccccc1)c1ccccc1)NC1CC1 (stereo not drawn)
  15% | -36 | -3% | u | -19% | 6%
CCOC(=O)c1c(NC(=O)CSc2c[nH]c3ccccc23)sc2c1CCCC2
  -31% | -17 | u | -11% | 4% | -25%
OCCCNc1ncnc2sc(-c3ccccc3)cc12
  -9%[11.4 µM] | -36 | -15% | 4% | -4% | -1%

Source: PubChem
